Bioassay records: PubChem, National Center for Advancing Translational Sciences (NCATS)
KDM5B inhibitor: inhibitors of human KDM5B histone demethylase; KDM5B demethylase, FDH-coupled NADH fluorescence (FDH is formaldehyde dehydrogenase); Potency, µM (series often up to 57.7 µM), for the others: top-dose activity change, negative = inhibition, hits mostly inhibitors; 220,000 compounds, 2.6% hits; AID 1347165; active means well fitted inhibition curve with a large enough effect; inconclusive means small, poorly fitted or top-dose-only effect; inactive means no such curve, though single readings can be large or run the other way; further: 0% is about no effect; nearly all actives have a fitted effect of over 70% in size
Target sequence (Q9UGL1 whole entry, looked up): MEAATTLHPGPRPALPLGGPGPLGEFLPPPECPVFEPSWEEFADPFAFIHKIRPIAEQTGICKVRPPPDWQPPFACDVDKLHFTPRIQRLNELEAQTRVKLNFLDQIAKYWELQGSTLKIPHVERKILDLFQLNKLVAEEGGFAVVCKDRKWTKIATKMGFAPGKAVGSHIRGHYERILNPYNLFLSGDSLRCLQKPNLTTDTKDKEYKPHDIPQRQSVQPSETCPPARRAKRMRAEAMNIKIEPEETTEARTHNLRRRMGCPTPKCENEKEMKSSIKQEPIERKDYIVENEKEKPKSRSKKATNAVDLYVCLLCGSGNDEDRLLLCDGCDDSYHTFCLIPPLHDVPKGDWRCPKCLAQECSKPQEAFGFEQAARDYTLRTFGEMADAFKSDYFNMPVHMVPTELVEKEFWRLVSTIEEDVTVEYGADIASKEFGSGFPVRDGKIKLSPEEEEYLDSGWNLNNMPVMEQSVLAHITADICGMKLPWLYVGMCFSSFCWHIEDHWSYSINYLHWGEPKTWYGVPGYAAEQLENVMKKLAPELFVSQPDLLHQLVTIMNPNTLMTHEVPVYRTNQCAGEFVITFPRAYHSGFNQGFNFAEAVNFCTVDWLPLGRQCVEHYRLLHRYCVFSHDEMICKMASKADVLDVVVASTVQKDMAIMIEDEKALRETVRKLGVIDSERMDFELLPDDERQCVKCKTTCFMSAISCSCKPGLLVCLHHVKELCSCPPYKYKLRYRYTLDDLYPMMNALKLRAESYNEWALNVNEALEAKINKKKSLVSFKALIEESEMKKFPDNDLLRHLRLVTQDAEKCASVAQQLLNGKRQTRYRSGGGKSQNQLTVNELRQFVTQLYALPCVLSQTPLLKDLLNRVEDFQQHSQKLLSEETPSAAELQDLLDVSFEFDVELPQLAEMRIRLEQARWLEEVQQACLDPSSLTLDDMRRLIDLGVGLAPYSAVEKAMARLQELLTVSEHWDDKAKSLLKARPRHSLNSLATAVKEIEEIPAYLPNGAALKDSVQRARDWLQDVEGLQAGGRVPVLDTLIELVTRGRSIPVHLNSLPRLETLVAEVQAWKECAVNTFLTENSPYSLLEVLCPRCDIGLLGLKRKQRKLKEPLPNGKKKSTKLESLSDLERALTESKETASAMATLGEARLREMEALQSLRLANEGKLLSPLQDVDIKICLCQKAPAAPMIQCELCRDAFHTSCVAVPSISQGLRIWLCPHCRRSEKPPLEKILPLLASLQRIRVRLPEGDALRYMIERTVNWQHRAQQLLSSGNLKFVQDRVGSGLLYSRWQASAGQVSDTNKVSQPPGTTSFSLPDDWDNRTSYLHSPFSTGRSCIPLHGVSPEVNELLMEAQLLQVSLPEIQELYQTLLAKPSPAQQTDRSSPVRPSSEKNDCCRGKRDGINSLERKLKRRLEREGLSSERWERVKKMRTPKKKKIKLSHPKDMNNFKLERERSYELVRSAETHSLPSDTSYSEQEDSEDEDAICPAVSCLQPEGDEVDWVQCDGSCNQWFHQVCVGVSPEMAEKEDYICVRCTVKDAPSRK
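Inhibition is measured as reduced NADH fluorescence generation from FDH coupling to formaldehyde release. Truncated KDM5BΔAP at 200 nM final acts on H3K4me3 peptide (12.5 µM in substrate mix) in pH 7.5 HEPES buffer with Tween-20, 30 min, room temperature.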
* = called active by the depositor; i = inactive; ? = inconclusive; [ ] = another dose, or the depositor's remark. Potency means the concentration at half of the fitted maximal effect. A portion of the library, so the mix of outcomes need not match the whole.

SMILES,KDM5B inhibitor
CCC(=O)Nc1cccc(-c2nnc(-c3ccccc3)o2)c1,-8%
CCN(CC)C(=O)CSc1nn(CC)c2nc3c(c(=O)n12)C(C)(CC)Cc1ccccc1-3 (stereo unspecified),-7%
O=S(=O)(c1ccc(SCc2cc(Cl)c3c(c2)OCCCO3)nc1)N1CCOCC1,-6%
CC(=O)N1CCCc2cc(S(=O)(=O)N3CCC(C(=O)NC4CCCCC4)CC3)ccc21,1%
Cc1nc2nc(CC(=O)NCc3ccccc3)nn2c(C)c1Cc1ccc(Cl)cc1,-1%
Cc1ccc(Cn2c(CN3CCOCC3)nc3ccccc32)cc1,-13%
CN1CCC(CNc2nccc(C3(c4ccccc4Cl)CCNCC3)n2)C1 (stereo unspecified),?
O=C1CN(C(=O)CNc2ccccc2C(=O)Nc2ccc(F)cc2)c2ccccc2N1,?
CCC(CC)NC(=O)Cc1cccs1,-7%
CCN1C(=O)CCN(C(=O)c2ccc3cc[nH]c3c2)CC12CCOCC2,?
Cc1cc(=O)oc2c(C)c(OCC(=O)c3ccccc3)ccc12,0%
COc1ccc(/C=C(\NC(=O)c2ccc(C)cc2)C(=O)NCCCn2ccnc2)cc1OC,3%
COc1ccc(OC)c(CNC(=O)C(C)n2c(C)c3cnn(-c4ccccc4)c(=O)c3c2C)c1 (stereo unspecified),?
COc1cccc([S+](=O)([O-])N2CCC3(Cc4ccccc4NC3=O)C2)c1 (stereo unspecified),9%
O=C(Cc1ccc(F)cc1)N(CC1CCN(Cc2ccccc2F)CC1)CC1CCCO1 (stereo unspecified),-21%
O=C(NCCn1ccnc1)c1ccc(OC2CCN(CCc3ccccc3)CC2)cc1,-2%
CCOCCn1cc(C2CCN(S(=O)(=O)c3c(C)cc(C)cc3C)CC2)c2ccccc21,?
Cn1nc2n(c1=O)CCN(C(=O)C1(c3ccccc3)CCCC1)CC2,-27%
Cc1ccc(CO)cc1Nc1ncnc2onc(-c3ccc(F)cc3)c12,?
C#CCN(CC(=O)NC(=O)NCC=C)C1CCc2ccccc21 (stereo unspecified),5%
CCOC(=O)c1c(C)c(C)n(Cc2cccs2)c1NC(=O)CN(CC)CC(=O)NC(C)(C)C,7%
CS(=O)(=O)N1CCCC1c1noc(CCC(=O)NC2CC2)n1 (stereo unspecified),5%
CNC(=O)[C@@H]1CN(S(=O)(=O)c2cn(C)cn2)C[C@H]1COC,-16%
CCOC(=O)c1ccc(NC(=O)C2CCCN(c3ncnc4onc(-c5ccc(F)cc5)c34)C2)cc1 (stereo unspecified),?
CC(=O)c1ccc(NC(=O)c2cnn(-c3cccc(F)c3)c2-n2cccc2)cc1,-4%
CC(C)C(=O)N1CCC(C(=O)Nc2cccc(OCC3CCCO3)c2)CC1 (stereo unspecified),14%
O=C(NCCc1csc(-c2cccc(F)c2)n1)c1ccccc1C(F)(F)F,?
COc1cccc2cc(-c3nc(Nc4cccc(C)c4)sc3C)c(=O)oc12,15%
Cc1ccc2c(C)nc(/N=C(\N)NC(=O)Cc3ccccc3)nc2c1,9%
CC(=O)c1cc(C(=O)N2C[C@@H](CN3CCCN(C)CC3)[C@@H](CO)C2)cs1,-32%
CCOC(=O)c1c(S(=O)(=O)NCC(=O)Nc2cccc(SC)c2)c(C)n(C)c1C,-6%
Cc1cc(Cn2cc3c4c(cccc42)[C@H](CC(C)C)N[C@H](C(=O)NCC2CC2)C3)no1,?
COc1ccc(-n2cc(-c3ccc4c(c3)OCO4)n(CC(=O)Nc3cccc(C)c3)c2=O)cc1,12%
CSc1ccc(C(=O)N2C[C@@H](CN3CCN(C)CC3)[C@@H](CO)C2)cc1,4%
COc1ccc(-c2nc3c(c(-c4ccccc4)n2)CN(C(=O)c2cccc(Cl)c2)CC3)cc1,?
Cc1c(Cl)cccc1NC(=O)CCS(=O)(=O)c1cccc2nsnc12,-30%

An excerpt of these results, field by field:
SMILES: CCN(CC)C(=O)CSc1nn(CC)c2nc3c(c(=O)n12)C(C)(CC)Cc1ccccc1-3 (stereo unspecified)
  KDM5B inhibitor: -7%
SMILES: Cc1ccc(CO)cc1Nc1ncnc2onc(-c3ccc(F)cc3)c12
  KDM5B inhibitor: ?
SMILES: Cc1nc2nc(CC(=O)NCc3ccccc3)nn2c(C)c1Cc1ccc(Cl)cc1
  KDM5B inhibitor: -1%

Following part.
SMILES,KDM5B inhibitor
COc1ccc(Cn2c(C3CCN(C(=O)c4ccc(OC)c(F)c4)CC3)n[nH]c2=O)cc1,-9%
CCCN1CCC(N(C)C(=O)c2cc3ccccc3c(OC)n2)CC1,-18%
CN(C)C[C@@H]1CN(C2CCOCC2)C[C@H]1NC(=O)Cc1ccccc1Cl,?
Cc1ccc(NC(=O)C2=C(c3ccccc3)NC(=S)NC2c2ccc(Br)cc2)cc1 (stereo unspecified),?
CCNC(=S)NC1CC(C)(C)NC(C)(C)C1,8%
CS(=O)(=O)N(CC(=O)Nc1ccc(Br)cc1)c1cccc(Cl)c1Cl,-13%
COc1ccc(S(=O)(=O)N2C[C@H](F)C[C@@H]2C(=O)N2CCOCC2)cc1Cl,-6%
COc1ccc(-c2cnn3c(C)cc(C)nc23)cc1S(=O)(=O)NCc1ccc(F)cc1,-29%
Cn1nc(C(=O)NCC23CCC=C2N(CC2CC2)C(=O)CC3)c2ccccc21 (stereo unspecified),-13%
Cn1cc(CN2CCc3c([nH]n(CCO)c3=O)C2)c(-c2ccccc2)n1,-14%
C#CCNC(=O)[C@H]1O[C@H](CCN2CCOCC2)CC[C@@H]1O,4%[86.2 µM]
CC(C)(O)CCc1cccc(C(=O)NCCCc2ccccn2)c1,-12%
c1cc(-c2nc(C3CCOCC3)nn2CC2COCCO2)[nH]n1 (stereo unspecified),-4%
CCC(=O)N1CCC(C(=O)Nc2ccc(S(=O)(=O)N3CCCC3)cc2)CC1,-18%
Nc1nccnc1C(=O)NCc1cccc(C(F)(F)F)c1,i
CNC(=O)[C@@H]1CN(C(=O)c2cncc(Br)c2)C[C@H]1CO,1%
COC(=O)c1ccccc1NC(=O)N1CCCC(Nc2ccc(OC)cc2)C1 (stereo unspecified),21%
O=C(NCc1ccc(Cl)cc1)[C@@H]1Cc2nc[nH]c2CN1Cc1ccc(CO)o1,-25%[86.2 µM]
CC(=O)N1CCC(C2CCN(C(C)=O)C2)CC1 (stereo unspecified),24%
COc1cccc([S+](=O)([O-])N2CCC3(CC(c4cccnc4)=NO3)C2)c1 (stereo unspecified),14%[115 µM]
Cc1ccc(NC(=O)CC2Nc3cc(C)c(C)cc3NC2=O)c(C)c1 (stereo unspecified),?
O=c1[nH]c(=O)n(CCc2ccccc2)c2nccc(-c3ccc(Cl)cc3)c12,16%
O=c1c(=O)n(-c2ccccc2)ccn1Cc1cccc(C(F)(F)F)c1,6%
CCOc1ccc(C(=O)NCCc2sc(-c3ccc(C)cc3)nc2C)cc1,?
CCCCNC(=O)CN1C(=O)c2cccnc2Sc2ccccc21,13%
CNC(=O)COc1ccc(NC(=O)c2ccc(-c3nn(C)c(=O)c4ccccc34)cc2)cc1,-6%
Cc1c(C(=O)N2CCOCC(CO)C2)n(C)c2c(C)cccc12 (stereo unspecified),-12%
Cc1ccc(S(=O)(=O)N(Cc2cnn(C)c2)C(C)C)c(Cl)c1,7%
Cc1ccc2nc(C)c(C(=O)N3CCCC3C3CCCC3)cc2c1 (stereo unspecified),16%
CCc1ccccc1NS(=O)(=O)c1ccc2[nH]cc(C(=O)N(CC)Cc3ccccc3)c(=O)c2c1,-23%
Cc1ccc(CNS(=O)(=O)c2ccc3c(c2)n(C)c(=O)n3C)cc1,29%
Cc1ccc(C2c3cc(OCc4nc(C(=O)NC5CC5)co4)ccc3CCN2C(=O)C2CC2)cc1 (stereo unspecified),-29%
Cn1nc(C(=O)N2CCCCC2c2nc3ccccc3s2)c2ccccc2c1=O (stereo unspecified),6%
CNC(=O)c1c(NC(=O)c2cccc(C)c2)sc2c1CCC2,?
CCOc1ccc(NC(=O)NC2(C(F)(F)F)Oc3ccccc3O2)cc1,?
Cc1ccc(C(=O)N2CCC3(CC(c4cccc(C(F)(F)F)c4)=NO3)C2)cc1 (stereo unspecified),-3%[115 µM]
CN(C)C[C@@H]1CN(C)C[C@H]1NC(=O)c1cccc2[nH]ccc12,i
O=C(Nc1ccc(S(=O)(=O)N2CCOCC2)cc1)c1nc(-c2ccccc2)n(-c2ccccc2)n1,15%
Cc1cc(C)c2c(-n3cccc3)nn(CCCC(=O)NCc3ccc(Cl)cc3)c2n1,-1%
O=C(c1cccc(=O)[nH]1)N1CC[C@@H](c2ccc3c(c2)OCO3)[C@H](O)C1,7%
COc1cccc(Cn2c(=O)n(CC3CCC(C(=O)N4CCCC4)CC3)c(=O)c3sccc32)c1 (stereo unspecified),-4%
Cc1noc2c(-c3cccnc3NC3CCN(C)CC3)cc(-c3ccccc3)nc12,?
O=C(NCc1cc(F)ccc1F)C1CCc2sc(C(=O)N3CCOCC3)cc2C1 (stereo unspecified),13%
COc1ccc(Cl)cc1NC(=O)CSc1nc(=O)n(Cc2ccco2)c2c1CCC2,-25%
COc1cn(CC(=O)Nc2ccccc2)c(CN2CCCCC2)cc1=O,18%
Cc1ccc(-n2nc3c(N4CCCC(C(=O)NCc5ccccc5C)C4)nnc(C)c3c2C)cc1 (stereo unspecified),?
C/C(=N\NC(=O)C1CC1)c1ccncc1,-11%
CC(C)NC(=O)N[C@H]1C[C@H]2C(=O)NC[C@@H](CCC(=O)N3CCN(C)CC3)N2C1,-14%[86.2 µM]
CCOc1ccccc1C(=O)N[C@H](C(=O)O)C(C)C,-7%
COCC1CN(C(C)=O)CC12CCN(Cc1cccc(OC)c1OC)CC2 (stereo unspecified),-16%
O=C(Cn1cc(SCc2cccc(Cl)c2)c2ccccc21)N1CCOCC1,-29%
CCC1CN(C(=O)CCc2nc(Cc3ccccc3)no2)CCO1 (stereo unspecified),32%[activator]
O=C(c1ccccc1Br)N(Cc1ccc2cc[nH]c2c1)C1CC1,14%
Cc1cc(/C=C(\C#N)C(=O)N2CCOCC2)c(C)n1C1CCCC1,-4%
O=C(C[n+]1ccc(C(=O)NCCCO)cc1)c1cccc(Br)c1,13%
O=C(N[C@H]1C[C@H]2C(=O)NC[C@@H](CCC(=O)N3CCN(c4ccccn4)CC3)N2C1)c1ccccc1,25µM*
O=C(O)CCCN1CCCCC1,15%
O=C(O)CCC(=O)c1ccc(Br)cc1,3%
O=C(c1ccncc1)N1CCCC(COc2ccccc2C(=O)N2CCOCC2)C1 (stereo unspecified),11%
O=C(c1cccc(Cl)c1)N1CCN(c2cc(-c3cccs3)[nH]n2)CC1,-9%

Continued:
SMILES,KDM5B inhibitor
CCc1sc(C(=O)OCC(=O)c2ccc3c(c2)OCCO3)cc1C,19%
Cc1ccc(-c2cn3c(n2)CO[C@@H](CNCc2ccccc2Cl)C3)cc1,?
Cc1sc(-c2cc3c([nH]c2=O)CC(c2ccco2)CC3=O)nc1-c1ccc(Cl)cc1 (stereo unspecified),?
CC1CN(S(=O)(=O)c2ccc3c(c2)NC(=O)CC(=O)N3)c2ccccc2O1 (stereo unspecified),-4%
COc1cccc(CNS(=O)(=O)c2cnc(N)nc2)c1,-15%
Cc1ccc(Cl)cc1Nc1nn2c(=O)c3ccc(C(=O)Nc4ccc(F)cc4)cc3nc2s1,-2%
O=C(NC(=S)Nc1ccc(Cl)cn1)c1cc([N+](=O)[O-])ccc1N1CCOCC1,-28%
CC(=O)c1ccc(NC(=O)COCc2cc(-c3ccco3)on2)cc1,-13%
CCc1nn2c(=O)cc(CNc3cc4c(cc3Br)OCCO4)nc2s1,1%
CCCCN(CC)C(=O)c1nn(C)c2c1CSc1ccccc1-2,-8%
CC1CCN(C(=O)C2CCN(C(=O)Cc3c[nH]c4ccccc34)CC2)CC1,-13%
C#CCN(CC=C)C(=O)c1ccccc1OC1CCN(C(=O)c2cccnc2)CC1,14%

Some of these compounds in order of heavy-atom count, lowest first:
SMILES,KDM5B inhibitor
COc1cccc(CNS(=O)(=O)c2cnc(N)nc2)c1,-15%
CCCCN(CC)C(=O)c1nn(C)c2c1CSc1ccccc1-2,-8%
CC1CCN(C(=O)C2CCN(C(=O)Cc3c[nH]c4ccccc34)CC2)CC1,-13%
O=C(NC(=S)Nc1ccc(Cl)cn1)c1cc([N+](=O)[O-])ccc1N1CCOCC1,-28%
Cc1sc(-c2cc3c([nH]c2=O)CC(c2ccco2)CC3=O)nc1-c1ccc(Cl)cc1 (stereo unspecified),?

Next section
SMILES,KDM5B inhibitor
O=C(NC1CCCCC1)c1cc(C2CC2)on1,21%
CCC(=O)N1CCc2cc(S(=O)(=O)NC(C(=O)Nc3ccc(C(C)=O)cc3)C(C)C)ccc21 (stereo unspecified),-11%
COc1ccc(C(=O)CCC(=O)Nc2ccc(OC)c(Cl)c2)cc1,4%
COc1ccc(-c2nc(-c3ccccc3)nc3c2CN(C(=O)c2cccc(OC)c2)CC3)cc1,-10%
COC[C@@H]1CN(C(=O)c2cn[nH]c2C)C[C@H]1c1ccncc1,-10%
Cc1cccc(C(=O)NCc2nc3ccccc3n2Cc2ccccc2Cl)c1,-14%
CCOC(=O)C1=C(N)Oc2cc(O)ccc2C1c1ccccc1 (stereo unspecified),-13%
Cc1ccc(-c2nc3cc(NC(=O)CC(C)C)ccc3o2)cc1Cl,20%
